RTF Ca sens inh = cardiac RTF calcium desensitization | P19429+P45379 | IANBD-labeled cardiac RTF, Ca2+ fluorescence | inhibition, % at 7.15 µM | 340,000 compounds, 0.12% hits;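 active = inhibition above the mean inhibition of all tested compounds plus 3 SD, cut at about 17% in these data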;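 note: assay run at fixed EC70 calcium of 1.6 mM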
LANA DNA inh = blocks KSHV LANA C-terminal domain binding to DNA. MBP-C-LANA/FAM-LBS DNA binding, fluorescence polarization. inhibition, % at 9 µM. 340,000 compounds, 0.078% hits. AID 504423;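 active = highest replicate inhibition at or above 60% at 9 µM, even if other replicates fall short; inactive = all replicates below 60% inhibition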;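 note: 0% = neutral control wells and 100% = 4 µM acridine orange control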
CAL PDZ FP-1 = inhibitors of human CAL PDZ peptide binding; purified CAL PDZ, TMR-peptide fluorescence polarization, 1 h; inhibition, % at 20 µM; 330,000 compounds, 0.02% hits; AID 504414;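 active = highest replicate inhibition of at least 40%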;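 note: plate controls were DMSO neutral control wells for no effect and unlabeled competitor peptide control wells for full effect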
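Control set: unlabelled peptide and DMSO controls / Material: purified CerCALP PDZ construct / Timing: 1 h incubation at room temperature before polarization reading / Doses: 20 µM, one dose / Detection: fluorescence polarization (mP)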
V-ATPase pH = regulators of yeast V-ATPase proton transport; 350,000 compounds, 0.37% hits; AID 504577; S. cerevisiae, pHLuorin cytosolic pH fluorescence; response, % at 10 µM; in the data active = response mostly above about 7.3%, no sharp cut-off; inactive = mostly below about 5.4%; note: actives read high; inactives centre near 0; some compounds called inactive have numbers as strong as hits
CAL PDZ FP-2 = inhibitors of human CAL PDZ peptide binding; purified CAL PDZ, TMR-peptide fluorescence polarization, 1 h; inhibition, % at 24.9 µM; 300,000 compounds, 0.92% hits; AID 602252;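 active = mean inhibition of at least 30% with at least half of replicates also reaching 30%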;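 note: 0% = DMSO neutral control and 100% = excess unlabeled competitor peptide PRC23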
DSG3 Ab inh = human desmoglein-3 autoantibody binding inhibition; P32926; DSG3-coupled beads, scFv-anti-DSG3-GFP binding, flow cytometry; active compounds read low; 310,000 compounds, 0.48% hits; binding (percent of control), % at 10 µM; AID 588358;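 active = binding more than 3 SD below its plate's average and above zero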;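 note: hits lower antibody fragment binding to DSG3; some compounds called inactive have numbers as strong as hits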
Target sequence (P32926 whole entry, looked up, the tested form may be a part): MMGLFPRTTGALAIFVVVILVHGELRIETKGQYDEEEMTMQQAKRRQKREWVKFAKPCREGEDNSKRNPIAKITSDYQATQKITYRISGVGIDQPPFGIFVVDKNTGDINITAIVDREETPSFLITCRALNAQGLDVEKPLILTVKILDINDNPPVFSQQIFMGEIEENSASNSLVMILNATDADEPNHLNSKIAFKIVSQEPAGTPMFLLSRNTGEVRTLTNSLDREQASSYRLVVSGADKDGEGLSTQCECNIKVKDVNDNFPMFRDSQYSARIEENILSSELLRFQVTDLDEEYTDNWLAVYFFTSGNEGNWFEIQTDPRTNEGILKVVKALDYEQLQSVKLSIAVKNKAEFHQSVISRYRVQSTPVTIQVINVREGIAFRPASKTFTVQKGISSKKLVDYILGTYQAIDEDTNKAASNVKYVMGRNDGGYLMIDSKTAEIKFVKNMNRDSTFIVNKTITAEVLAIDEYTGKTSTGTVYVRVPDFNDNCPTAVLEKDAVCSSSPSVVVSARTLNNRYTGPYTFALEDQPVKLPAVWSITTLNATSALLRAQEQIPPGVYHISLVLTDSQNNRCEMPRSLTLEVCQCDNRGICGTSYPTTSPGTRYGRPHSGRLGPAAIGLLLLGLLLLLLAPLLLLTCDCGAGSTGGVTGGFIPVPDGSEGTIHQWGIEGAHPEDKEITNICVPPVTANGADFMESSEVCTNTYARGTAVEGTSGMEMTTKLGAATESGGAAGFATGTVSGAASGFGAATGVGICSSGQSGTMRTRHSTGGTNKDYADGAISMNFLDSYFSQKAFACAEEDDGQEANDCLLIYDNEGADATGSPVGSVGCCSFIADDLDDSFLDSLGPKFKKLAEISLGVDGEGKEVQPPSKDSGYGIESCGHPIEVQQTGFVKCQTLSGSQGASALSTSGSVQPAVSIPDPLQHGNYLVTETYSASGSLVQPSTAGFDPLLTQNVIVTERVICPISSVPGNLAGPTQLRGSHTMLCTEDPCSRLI
Arrestin-AP2 inh = inhibitors of human beta-arrestin and AP2 interaction. FITC-arrestin peptide / GST-AP2 beads, flow cytometry; AP2 beta2 appendage carries R879A mutation. 340,000 compounds, 0.31% hits. inhibition, % at 10 µM;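 active = inhibition above a set limit, near 3 SD of compounds lacking own fluorescence, cut at about 54% in these data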;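 note: plate controls were DMSO wells for no effect and 5 µM unlabelled arrestin peptide for full effect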
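Test system: GST-tagged AP2 beta2-adaptin appendage (R879A) on 4 µm glutathione beads; also added: fluorescein-tagged arrestin peptide at 50 nM final; timing: 12 min plus 1 h, RT; signal: flow cytometry, FL1 (488/535 nm); read-out: percent drop in bead-associated FITC signal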
DAGLB inhibitor = diacylglycerol lipase beta (human) inhibition | Q8NCG7 | HEK293T DAGLB membrane lysate, EnzChek fluorogenic substrate | inhibition, % at 5.17 µM | 340,000 compounds, 0.059% hits | AID 504411; in the data active = inhibition above about 34%;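 note: 0% = enzyme with vehicle and 100% = wells lacking enzyme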
NSD2 inh = NSD2 (human) methyltransferase inhibition; inhibition, % at 12.5 µM; NSD2 peptide methylation, AlphaScreen, 120 min; 310,000 compounds, 0.54% hits; O96028; in the data active = inhibition above about 50%
Keap1 Nrf2 FP = Keap1-Nrf2 (human) interaction inhibition; inhibition, % at 9.4 µM; Q14145; AID 504523; Keap1 Kelch-Nrf2 peptide fluorescence polarization, 1536-well; 340,000 compounds, 0.15% hits; in the data active = inhibition above about 12%;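 note: human Keap1 Kelch domain with fluorescein labeled Nrf2 9mer peptide probe; 0% = neutral control wells and 100% = peptide positive control; higher means more block of Keap1 binding to Nrf2 peptide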
* marks the source's active call; other numbers are inactive results; · = not tested or not shown. This is a subset; the hit share may differ from the screen's.

Compound	RTF Ca sens inh	LANA DNA inh	CAL PDZ FP-1	V-ATPase pH	CAL PDZ FP-2	DSG3 Ab inh	Arrestin-AP2 inh	DAGLB inhibitor	NSD2 inh	Keap1 Nrf2 FP
CCCN1C(=O)/C(=C\C=C2/Sc3ccccc3N2CCO)SC1=S	-7	-1.4	0.2	-1	3	120	-8	1	2	-2
COC(=O)c1sccc1NC(=O)c1ccc(C)o1	-10	0.2	-2.3	1	-1	105	-9	-4	-3	-1
Cn1c(Cc2nc(-c3cnccn3)no2)nnc1SCC(=O)Nc1ccccc1	-1	0.4	0.2	-1	7	114	0	2	4	4
OCCN(Cc1ccccc1)Cc1ccc(Cl)cc1Cl	1	-0.6	1.5	-3	-5	102	-3	-3	-10	-7
CC(Cc1ccccc1)NC(=O)c1cc([N+](=O)[O-])ccc1Cl (configuration not stated)	-10	0.4	-1.0	2	-3	110	-8	-2	-3	-6
Oc1ccc(C2CNCc3sccc32)cc1O (configuration not stated)	-16	5.3	1.1	1	-3	101	5	1	·	-1
COC(=O)CNC(=O)c1ccc(C)s1	-10	2.7	-2.4	-2	-2	99	-1	-4	-66	5
COc1ccc(C(C(=O)NCC2CCCO2)N(C(=O)CNC(=O)c2cccs2)c2ccccc2C)cc1OC (configuration not stated)	-15	-0.5	0.3	1	-1	102	-5	-2	-2	-6
COc1ccc(N(CC(=O)N/N=C/c2ccco2)S(=O)(=O)c2ccccc2)cc1	-7	0.3	-2.4	0	1	94	-1	-4	1	2
O=c1[nH]ncc(N/N=C\c2ccncc2)c1Cl	-2	0.2	-2.2	1	0	82	-1	1	-1	4
Cc1cc(C(=O)OCC(=O)Nc2ccccc2[N+](=O)[O-])c2ccccc2n1	0	0.6	-0.6	-2	-2	88	-3	-8	-3	2
C=CCNC(=O)c1ccccc1NC(=O)Cc1ccccc1[N+](=O)[O-]	-29	-0.6	0.0	-1	0	108	3	0	-1	-3
c1ccc(-c2ccc(SCc3cccnc3)nn2)nc1	5	-1.5	-0.5	-4	1	122	22	-2	21	-2
O=C(CSc1nnc2ccc(-c3ccccn3)nn12)Nc1cccc(F)c1	·	·	·	-4	·	101	·	2	-6	·
CN1CCC(C2(O)c3ccccc3CSc3sccc32)CC1 (configuration not stated)	-4	-2.1	·	-1	110*	94	-3	-2	6	0
CC(=O)C1=C(C)Nc2ncnn2C1c1ccc(O)cc1 (configuration not stated)	-14	-1.7	0.5	-3	8	101	4	1	2	1
Cc1nc(NC(=O)C2CC2)sc1C(=O)Nc1ccc(Br)cc1	-5	1.4	·	-2	-1	94	-13	3	-6	-2
COc1ccc(C)cc1S(=O)(=O)N1CCC(C)CC1	0	0.7	-0.5	0	·	97	-4	-3	-3	-4
CN1CCc2c(sc(NC(=O)Cc3ccccc3)c2C(N)=O)C1	-6	1.1	0.2	-2	·	98	17	0	·	3
Cc1ccc(C2C3=C(CCCC3=O)Nc3nc(SCC(=O)NCc4ccco4)[nH]c(=O)c32)cc1 (configuration not stated)	2	-0.9	-0.9	-6	-3	105	-5	1	-5	-3
CC1=C(C)CC(C(=O)Nc2nccs2)C(C(=O)O)C1 (configuration not stated)	-1	-1.0	·	-2	-5	96	1	-3	21	-5
Cc1ccc2c(c1)S/C(=C\c1cccc[n+]1C)N2CCO	-10	-1.1	0.6	0	2	105	-21	-1	1	-4
CC(C)C(OC(=O)c1cccc(S(=O)(=O)NCC(F)(F)F)c1)C(=O)NC(N)=O (configuration not stated)	-14	1.2	-0.8	-1	2	104	-10	1	0	-5
COc1cc(-c2noc(C)c2C(=O)NCCCN2CCCC2=O)cc(OC)c1OC	-11	5.6	0.7	-1	0	103	-1	0	·	-3
O=C(NCc1ccccn1)c1ccc(NS(=O)(=O)c2ccccc2)cc1	-11	0.7	22	2	-3	·	5	0	-2	-3
COc1ccc(NC(=O)c2cc3c(=O)n(C)c4ccccc4c3n2C)cc1Cl	-1	0.2	0.4	-2	2	102	-13	0	-4	0
Cc1nc(C)c(-c2ccc(SCC(=O)Nc3ccc(F)cc3F)nn2)s1	0	0.3	-1.0	-1	-9	110	-9	1	-1	2
C/C(=N\NC(N)=O)C1(C)CCCCC1	-3	-0.7	-1.1	0	·	103	0	0	·	-1
CCN(CC)S(=O)(=O)c1cccc(C(=O)Nc2ccc3c(c2)OCO3)c1	-10	-0.5	0.7	-4	-3	110	1	1	3	-7
C=C(C)CNC(=S)N/N=C/c1ccc(NC(C)=O)cc1	-2	1.3	-1.4	-2	·	99	0	-2	1	-2

A few values from the list:
In DAGLB inhibitor, C=C(C)CNC(=S)N/N=C/c1ccc(NC(C)=O)cc1 has the entry -2
In CAL PDZ FP-1, CC(=O)C1=C(C)Nc2ncnn2C1c1ccc(O)cc1 (configuration not stated) has the entry 0.5
In RTF Ca sens inh, Cc1cc(C(=O)OCC(=O)Nc2ccccc2[N+](=O)[O-])c2ccccc2n1 has the entry 0

(cont.)
Compound	RTF Ca sens inh	LANA DNA inh	CAL PDZ FP-1	V-ATPase pH	CAL PDZ FP-2	DSG3 Ab inh	Arrestin-AP2 inh	DAGLB inhibitor	NSD2 inh	Keap1 Nrf2 FP
COc1ccc(CN(C)CC(=O)Nc2ccc(Cl)cc2C(F)(F)F)c(OC)c1	3	-0.1	-1.7	0	1	90	-7	-19	-1	-6
CC(=O)Nc1ccc(Nc2nc3c(S(=O)(=O)c4ccc(C)c(C)c4)nnn3c3ccccc23)cc1	3	-1.1	-2.3	-4	0	89	4	2	0	-5
Nc1nnnn1CC(=O)N/N=C/c1cc([N+](=O)[O-])ccc1Cl	-10	1.6	-0.7	-2	-3	99	2	1	·	1
CCOc1ccc2ccccc2c1C(=O)NCC(c1ccc(N(C)C)cc1)N(C)C (configuration not stated)	-3	-1.4	-2.9	2	-3	102	-9	1	13	2
CCN1CCN(C(=O)/C=C\C(=O)O)CC1	-13	-1.4	-0.7	-5	0	109	-8	0	·	1
CCO[C@@H]1OC(C(=O)N2CCOCC2)=C[C@H](C2CCCCC2)[C@H]1CCCO	-7	-1.2	-0.4	-2	0	101	9	0	·	6
COc1ccc(S(=O)(=O)NCCc2c[nH]c3ccc(C)cc23)cc1	-9	0.9	-0.6	-3	-19	100	13	-1	4	2
CC(NC(=O)Cn1c(=O)[nH]c2ccsc2c1=O)C12CC3CC(CC(C3)C1)C2 (configuration not stated)	4	0.3	-2.9	2	-1	96	34	2	23	-4
CCN(CC)C(=O)C1CCCN(C(=O)Nc2ccc(NC(=O)N3CCCC(C(=O)N(CC)CC)C3)cc2)C1 (configuration not stated)	0	-0.7	-1.7	6	-2	96	45	-2	·	3
COc1cccc(C(=O)NCC(=O)OCC(=O)Nc2cc(OC)c([N+](=O)[O-])cc2C)c1	-6	0.8	-0.5	-5	-5	·	0	0	9	6
CCOc1cc(/C=N\NC(=O)c2ccc(NC(=O)C(C)(C)C)cc2)ccc1OC(=O)c1ccc(OC)cc1	4	-1.1	-2.0	2	1	99	-1	0	0	-4
C=CCn1c(=O)/c(=C/c2ccc(Cl)cc2)s/c1=C(\C#N)c1nnc2n1CCCCC2	-6	-1.2	-2.0	0	·	96	8	0	1	-2
COCCNC(=O)c1onc(CSc2cccc(OC)c2)c1C(=O)O	-9	-0.7	-0.5	0	0	103	2	0	·	-2
COC(=O)c1[nH]c(C)c(/C(O)=C2\C(=O)C(=O)N(CCN3CCOCC3)C2c2cccs2)c1C (configuration not stated)	-14	-0.1	0.1	0	-1	103	-52	-4	1	3
CC(=O)c1cc2c(cc1NC(=O)Nc1cccc(Cl)c1)OCCO2	2	0.8	-2.1	-1	4	98	3	-1	-4	-2
O=C(Nc1nnc(-c2ccccc2)o1)C1CCCN1S(=O)(=O)c1cccs1 (configuration not stated)	3	-0.6	-1.6	8	-1	106	14	2	-2	0
NS(=O)(=O)c1cccc(NC(=O)c2ccc3nc[nH]c3c2)c1	-3	0.8	-0.9	2	-1	101	33	1	·	-1
C[C@H](NC(=O)c1ccccc1Cl)C(=O)NCCc1ccc(S(N)(=O)=O)cc1	1	0.9	-0.8	1	3	113	6	2	-3	-5
COC(=O)c1sc2nc(CN3CCN(c4ccc(OC)cc4)CC3)[nH]c(=O)c2c1C	-4	-0.4	0.5	-3	-4	109	6	-3	1	-4
O=C1C2C3CC(C(Br)C3Br)C2C(=O)N1c1ccccn1 (configuration not stated)	6	0.1	-0.7	-3	44*	101	11	-4	-1	1
CCN(CC(=O)Nc1c(F)cccc1F)C(=O)CN1C(=O)NC2(CCCC2)C1=O	-8	0.2	-1.8	2	0	104	-2	-1	2	-2
O=c1cc(-c2ccco2)nc(SCc2cccc(Cl)c2)[nH]1	3	0.1	·	2	-2	101	12	5	0	2
O=C(NCCc1ccccc1)c1ccc(-c2ccc(F)cc2)o1	-2	-1.9	-3.1	-6	-2	103	-2	-11	-5	-2
CCn1c(=S)sc2c(=O)n(CC(=O)Nc3cccc(Br)c3)c(C)nc21	4	-0.4	-3.1	-2	-5	96	-6	-2	-1	1
O=C(CC1C(=O)NCCN1Cc1c(F)cccc1Cl)NC1CCCC1 (configuration not stated)	-6	-4.8	-1.3	2	-2	101	2	3	-3	4
CC(=O)Nc1ccc(NC(=O)COC(=O)/C(=C/c2ccccc2)n2nnnc2C)cc1	-2	-0.1	0.8	4	0	103	3	-1	-4	-7
Cn1c(Cc2csc(N)n2)nnc1SCC(=O)NC1CCCCC1	-5	0.7	0.1	0	-3	98	25	-1	-2	-2
CC(CCc1ccccc1)NC(=O)CNC(=O)COc1ccccc1 (configuration not stated)	-13	0.2	-0.7	-4	-1	114	6	1	-2	-2
O=C(NCc1ccccc1)C1=C[C@H](C2CCCCC2)C[C@H](OCc2ccc(CO)cc2)O1	2	1.6	-1.0	-5	-4	100	-6	-7	·	-4
O=C(NCCNC(=O)c1ccc(Cl)cc1Cl)c1cnccn1	4	0.0	-0.2	-1	·	125	23	0	3	-1
CCCCCC(N)=O	4	-0.5	0.3	-1	-1	102	8	3	·	0
O=c1cc(CSc2ccc(Cl)cc2)nc(-c2ccccc2)[nH]1	·	1.5	0.0	1	-4	·	-7	·	-1	-3
Cc1ccc(C(=O)CSc2nnc(-c3ccccc3)o2)cc1	-1	-0.9	-2.0	-1	-2	83	3	-9	1	-4
COc1ccc2nc(NC(=O)Cn3cnc4c(=O)n(C)c(=O)n(C)c43)sc2c1	-6	-1.6	-5.7	-3	-4	102	9	0	1	0
